# ARFGAP1 inh – inhibits rat ARF GTPase activating protein 1. inhibition, % at 16.5 µM. Arfgap1-stimulated ARF1 GTP hydrolysis, GDP FP detection. 0.26% of 360,000 active;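 active = inhibition above a per-plate limit, mean inhibition of low control wells plus 3 SD, cut at about 25% in these data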;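 note: 0% = DMSO wells with enzyme and 100% = wells lacking Arfgap1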
# Target sequence (Q62848 1-136 limits assumed): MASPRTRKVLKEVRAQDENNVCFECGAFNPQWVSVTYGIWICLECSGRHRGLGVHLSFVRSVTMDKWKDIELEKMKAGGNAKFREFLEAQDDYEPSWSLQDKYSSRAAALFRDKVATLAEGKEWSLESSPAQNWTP
#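 Repeats: one replicate per compound; assay system: rat Arfgap1 catalytic domain, aa 1-136; times: enzyme reaction 120 min at 25 °C after 20 min preincubation; detection: FP of antibody-bound GDP Alexa 633 tracer, ex 620/em 688 nm; benchmarks: high control wells lacking Arfgap1, low control full reaction with DMSO; reagent: human ARF1(Δ1-17)-GTP substrate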
# HGIII-sPLA2 inh – Blocks human group III sPLA2 activity. Q9NZ20. QFRET BODIPY PC-A2 liposome hydrolysis, fluorescence. inhibition, % at 12.2 µM. 0.56% of 370,000 active;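 active = inhibition above mean plus 3 SD of compounds lying within the high and low control bounds, cut at about 19% in these data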;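 note: 0% = median of test compound wells and 100% = no enzyme DMSO wells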
# DDE Tn7 FP inh – DD(E)-Tn7 binding inhibition, primary FP screen. P02675. FP displacement of FITC-Tn7 peptide from fibrin DD(E); 0% = median of compound wells per plate. inhibition, % at 8.3 µM. 0.13% of 370,000 active. AID 720508;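 active = inhibition above the mean of compounds falling within the control limits plus 3 SD of them, cut at about 14% in these data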;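 note: 0% = plate median of compound wells and 100% = 10 µM Aha-Tn7 peptide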
#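 system = human fibrin DD(E) protein | quantity = DD(E) 2 µM final | medium = Tris/NaCl/CaCl2 buffer, pH 7.8 | also added = labelled Tn7 tracer, 0.1 µM | compound dosing = single point at 8.3 µM | timing = compound with protein 10 min, then 3 h after probe, room temperature | signal = FP measurement | benchmarks = Aha-Tn7 high control | repeats = one replicate per compound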
# UHRF1 MBD2 ctr – UHRF1 methyl-DNA binding inhibition; Q96T88; UHRF1 binding to methylated oligo, TR-FRET; inhibition, % at 4.4 µM; 0.75% of 370,000 active; AID 687016; in the data active = inhibition above about 21%;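 note: UHRF1 SRA domain binding a hemimethylated CpG hairpin DNA probe; 0% = median of test compound wells and 100% = reference inhibitor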
# Target sequence (Q96T88 whole entry, looked up, the tested form may be a part): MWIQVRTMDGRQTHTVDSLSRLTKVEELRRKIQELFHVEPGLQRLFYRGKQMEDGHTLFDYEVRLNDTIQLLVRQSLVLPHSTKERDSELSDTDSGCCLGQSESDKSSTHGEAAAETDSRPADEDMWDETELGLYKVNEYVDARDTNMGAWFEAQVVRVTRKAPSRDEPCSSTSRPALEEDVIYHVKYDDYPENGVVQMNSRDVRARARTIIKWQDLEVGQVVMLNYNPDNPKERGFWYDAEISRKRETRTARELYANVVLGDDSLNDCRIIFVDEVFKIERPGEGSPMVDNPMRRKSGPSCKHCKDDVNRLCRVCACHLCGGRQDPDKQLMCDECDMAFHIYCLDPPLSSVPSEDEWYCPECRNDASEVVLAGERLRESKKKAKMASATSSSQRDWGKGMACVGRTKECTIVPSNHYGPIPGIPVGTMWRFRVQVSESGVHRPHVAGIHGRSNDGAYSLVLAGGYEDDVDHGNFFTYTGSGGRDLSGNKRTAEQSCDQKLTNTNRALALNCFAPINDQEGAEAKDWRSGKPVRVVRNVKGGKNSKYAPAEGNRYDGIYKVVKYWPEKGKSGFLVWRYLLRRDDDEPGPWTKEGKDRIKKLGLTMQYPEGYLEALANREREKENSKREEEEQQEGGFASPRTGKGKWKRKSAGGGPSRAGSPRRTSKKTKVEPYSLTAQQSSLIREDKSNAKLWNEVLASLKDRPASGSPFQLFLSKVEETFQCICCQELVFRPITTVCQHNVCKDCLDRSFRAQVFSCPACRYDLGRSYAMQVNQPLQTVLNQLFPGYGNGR
# KLK7 zymogen act – activators of human kallikrein-7 zymogen; P49862; purified proKLK7, EDANS-DABCYL substrate fluorescence; 100% is mature enzyme control, 0% vehicle; activation, % at 7 µM; 0.9% of 370,000 active; AID 652039;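 active = activation above the mean of all tested compounds plus 3 SD, computed per campaign excluding outliers beyond control limits, cut at about 13% in these data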
# PLC-gamma1 inh – inhibitors of human phospholipase C gamma1; P19174; inhibition, % at 12.2 µM; 0.84% of 370,000 active; purified PLC-gamma1, fluorogenic substrate, fluorescence; in the data active = inhibition above about 9.5%
# Rev-erbA mod – Rev-erb alpha (human) modulation; P20393; Rev-erbα–FITC-DNA binding, fluorescence polarization, 90 min; activity, % at 10 µM; 0.79% of 370,000 active; AID 1259318;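 active = activity above about 14%, limit read from the data; passing the limit was not always enough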;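 note: 0% = DMSO wells with 35 nM protein and 100% = DMSO wells with 750 nM protein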
# ASAP1 GAP inh – blocks human ASAP1-stimulated Arf1 GTP hydrolysis. 0.19% of 360,000 active. AID 624377. GDP FP detection. Q9ULH1. inhibition, % at 16.5 µM; in the data active = inhibition above about 25%;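 note: 0% = vehicle with enzyme and substrate and 100% = no enzyme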
# Tn6 DDE FP – disrupts Tn6 cyclic peptide binding to fibrin D-Dimer-E complex; P02675; inhibition, % at 8.3 µM; Fibrin DD(E) TRITC-Tn6 fluorescence polarization displacement; 0.21% of 370,000 active; AID 720509;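 active = inhibition above a per-campaign cutoff: mean of compounds within control limits plus 3 SD, cut at about 15% in these data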;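 note: 0% = median of all compound wells on the plate and 100% = blocking peptide control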
# PLCb3 inh – inhibitors of human phospholipase C beta3 | 0.18% of 370,000 active | Purified PLC-beta3, fluorogenic substrate, fluorescence | Q01970 | inhibition, % at 12.2 µM | AID 720704; in the data active = inhibition above about 11%;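 note: 0% = median of compound wells on plate and 100% = full blocker control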
# Active calls of the source: *; i = inactive; / = no result given. This is a random part of the collection; overall some 4.5% were active at least once.
SMILES,ARFGAP1 inh,HGIII-sPLA2 inh,DDE Tn7 FP inh,UHRF1 MBD2 ctr,KLK7 zymogen act,PLC-gamma1 inh,Rev-erbA mod,ASAP1 GAP inh,Tn6 DDE FP,PLCb3 inh
NC(=O)C1=C[C@H](c2coc3ccccc3c2=O)C[C@H](OCc2ccc(CO)cc2)O1,4,4,7,-1,-0.4,-1,-4,-11,-1,-1
CCCC(=O)Nc1ccc(C(=O)n2ccc(C)n2)cc1,-6,0,-3,0,0.1,0,-6,13,-1,-7
CCN(CC)C(=O)CN1C(=O)C2(OCC(C)(c3ccccc3)CO2)c2ccccc21 (stereo unspecified),4,-11,2,-2,0.7,0,0,2,9,-2
CN(C)CCNC(=O)c1cc2sc3ccccc3c2s1,3,-9,4,-8,1.1,-2,8,0,3,4
COc1ccc(CNC(=O)C(C)OC(=O)c2cccc(N(C)C)c2)cc1 (stereo unspecified),0,7,5,-1,0.9,-45,2,-8,2,-66
Cc1ccc(/C=C/S(=O)(=O)N2CCC(C(=O)O)CC2)cc1,-7,-3,7,1,-0.2,1,-6,-23,1,3
Cc1c(OC(=O)CNC(=O)OC(C)(C)C)ccc2c3c(c(=O)oc12)CCC3,13,-3,5,1,418*,i,-1,12,1,i
COc1ccc(Cl)cc1NC(=S)N(CCCN1CCOCC1)Cc1cn(C)c2ccccc12,4,9,4,1,0.4,0,-1,-6,4,-3
Cc1ccc(C(=O)N2C(=O)c3cccc(N)c3C2=O)o1,2,0,0,-1,1.2,-37,-2,-10,0,-65
CCOC(=O)c1nn(-c2ccccc2)c(C(=O)OCC)c1N,5,-3,-3,-1,18*,-383,6,-7,-4,-388
Cc1c(Cl)cccc1NC(=O)CCN1CCCCCC1,-11,-4,-9,-2,-0.1,0,4,9,-4,4
NC(=O)C1CCCN(C(=O)c2ccc3c(c2)NC(=O)CS3)C1 (stereo unspecified),1,3,-1,-1,0.3,-3,3,-5,-5,-1
O=C(/C=C/Nc1ccc(Cc2ccc(N/C=C/C(=O)C(F)(F)F)cc2)cc1)C(F)(F)F,2,7,2,-1,0.3,-1,-2,5,2,-4
CC(C(=O)NC1CC(C)(C)NC(C)(C)C1)c1ccc([N+](=O)[O-])cc1 (stereo unspecified),-4,16,5,7,0.0,-1,-4,8,-4,0
CC(=O)N1CCc2cc(NC(=O)C3(C)CCN3Cc3ccccc3Cl)ccc21 (stereo unspecified),3,-3,-4,1,-0.5,1,-4,1,0,0
CCCCCn1c(SCC2CCCO2)nc2cc(C(=O)N3CCC(C(N)=O)CC3)ccc2c1=O (stereo unspecified),-3,-12,-7,4,-0.2,9.6*,-4,2,-5,1
Cc1cc(NC(=O)CSc2ccc(-c3ccc4c(c3)OCO4)nn2)no1,-3,-2,-1,5,0.2,2,7,-1,4,-3
Cc1cc(C)cc(N(C(=O)Cn2nnc(-c3ccccc3)n2)C(C(=O)NC2CCCCC2)c2ccccn2)c1 (stereo unspecified),-5,1,-8,7,0.3,2,-8,8,-3,3
Cc1cc(=O)n2c(ccc3ccccc32)c1C#N,-8,3,-4,-1,-0.4,-5,4,-11,11,-7
Brc1ccccc1/C=N/Nc1ccc2ccccc2n1,2,1,2,-5,-6.4,-6,1,-7,-4,-7
Cc1cccnc1NC(=O)CNC(=O)C12CC3CC(CC(Cl)(C3)C1)C2,-2,-2,-4,1,0.6,-2,-1,2,1,1
Cc1ccc(S(=O)(=O)NCC(c2cccnc2)N2CCc3ccccc32)cc1 (stereo unspecified),-9,-24,3,1,-0.2,7,1,2,-12,-3
COc1ccc(-n2c(=O)[nH]c3cc(C(=O)NCCc4ccccc4)ccc3c2=O)cc1OC,10,1,0,4,-1.1,1,3,8,-4,-12
Cn1c2ccccc2c2ncn(Cc3ccco3)c(=O)c21,4,-1,3,0,0.7,-8,-2,3,0,-12
COc1ccc(C)cc1Nc1nc(N)c2ccccc2n1,18,-10,-2,0,-0.5,-7,2,-2,6,-11
Cn1c(=O)[nH]c(=O)c2[nH]c(CN3CCN(Cc4ccccc4)CC3)nc21,-9,-2,-5,1,0.3,-3,-2,-4,-3,1
Cc1cc(C)cc(Cn2cc(CN3CC(N4CCCC4)CS3(=O)=O)nn2)c1 (stereo unspecified),12,8,-5,6,0.7,6,-1,19,1,6
CC(O)[C@H]1CNC(=O)C(=O)N1CC1CCCCC1 (stereo partly specified),10,1,1,-2,0.3,-1,-2,13,2,-1
COc1cc([N+](=O)[O-])cc2sc(NC(=O)C3CC3)nc12,0,5,-7,1,0.8,1,-8,-1,0,-6
C[C@H]1CN([C@@H](C)CO)C(=O)c2cc(C#Cc3cccnc3)cnc2O[C@H]1CN(C)Cc1ccc(F)cc1,-5,-5,-4,-2,-0.2,-9,-2,12,0,-12
CCOc1cc(/C=N/Nc2nnc(C)n2N)ccc1OC(C)=O,3,2,3,8,0.7,8,-1,-3,6,0
COc1ccc(OC)c(/C=N/NC(=O)c2ccc3nc[nH]c3c2)c1,15,-5,6,-2,8.0,-211,1,4,2,-299
C[C@@H](NC(=O)c1nc[nH]c1C(=O)N1CCN(c2ccccc2)CC1)c1ccccc1,2,2,-8,-1,0.2,3,1,7,2,0
COc1cc(/C=N/NC(=O)CC2(C)OCCCO2)ccc1OCc1ccccc1,0,-11,4,-5,0.1,-2,-5,19,0,-2
CCNc1nc(C)c(CN(C(C)=O)c2ccccc2)nc1C#N,-5,16,5,7,33*,i,0,5,-4,i
O=C(Nc1ccc(F)c(Cl)c1)c1cc(C2CCCCN2C(=O)CCCc2ccccc2)on1 (stereo unspecified),7,-9,2,-1,0.5,0,-3,-9,-2,0
O=C(Nc1ccc2c(c1)CN(C(=O)Nc1ccc(F)cc1)CC2)c1ccccn1,5,-2,-4,0,0.2,2,1,3,-5,0
COCCCN(C(=O)Cn1ncc2c(=O)oc3ccc(C)cc3c21)C(C)c1ccncc1 (stereo unspecified),-8,5,2,1,-0.5,3,0,13,3,2
Cc1cc(C)c(S(=O)(=O)Cc2ccccc2)c(Cl)n1,7,7,-3,2,0.1,0,4,-7,5,0
COC(=O)c1cn(C(=O)c2ccccc2)c2ccccc12,-3,-2,-5,-6,-0.4,2,-7,0,-2,2
Cc1ccc(Cl)cc1N1CCN(C(=O)C2CCN(S(=O)(=O)c3cnc[nH]3)CC2)CC1,-1,-39,2,-2,0.3,4,2,11,-1,5
Cc1ccc(C(=O)NC(=S)NNC(=O)CC#N)cc1,-7,-2,1,-5,0.5,-2,-1,-2,3,-1
Cc1ccc2c(c1)C1CN(C)CCC1N2C(=O)c1cccc(S(=O)(=O)N(C)C)c1 (stereo unspecified),9,-2,1,-1,0.4,0,-5,-3,3,3
C=CCn1c(COc2ccccc2)nnc1SCC(=O)c1ccc(-c2ccccc2)cc1,/,-15,3,-1,-0.8,-2,-1,/,3,-4
O=C(CCNC(=O)c1ccc(Br)cc1)NCCCN1CCOCC1,5,8,-2,23*,-0.2,-3,8,7,-2,-3
Oc1cccc2cc(Nc3ccccc3)cnc12,14,14,6,-4,-0.2,-14,5,-4,0,-16
Cc1cc(C)nc(NC2=NCC(=O)N2c2ccc(F)c(Cl)c2)n1,-10,4,-1,-2,-0.2,3,1,2,-4,1
CCOc1ccc(C(=O)NCC(=O)OCC(=O)c2ccc3c(c2)-c2ccccc2C3)cc1,-2,-14,-7,-5,0.5,-9,4,-3,4,-7
Cc1cc2nnc(SCC(=O)N3CCCCCC3)n2c(N)n1,-1,-1,-8,1,0.4,7,-4,-3,-2,3
CCC(C)(C)n1nnnc1C(C(C)C)N1CCSCC1 (stereo unspecified),-2,7,3,5,-0.2,3,-2,1,0,2
Cc1cccc2cc(/C=N/Nc3ccc(C(=O)O)cc3)c(Cl)nc12,-8,-2,1,5,-1.2,-45,3,5,-1,-74
Cc1ccc(C)c(NC(=O)CN(C)C(=O)c2cc([N+](=O)[O-])ccc2N2CCOCC2)c1,-11,3,-4,-3,0.4,7,1,-12,-3,-8
CSC(=NC#N)N1CCN(c2ccc([N+](=O)[O-])cc2)CC1,2,0,-2,-4,0.2,4,-4,1,4,0
COc1ccc(CN2CC(=O)N(c3ccc(C)cc3C)C2=S)cc1OC,5,-54,1,9,-0.1,-2,-3,12,2,-9
COc1ccc([N+](=O)[O-])cc1NC(=O)CSc1ccc2ccccc2c1,10,-12,-7,-2,-1.0,6,2,4,5,5
N#CCC(=O)Nc1ccc(C(=O)OCC(=O)NC(=O)NCc2ccco2)cc1,4,-52,-10,1,-0.8,-14,6,10,6,-22
CCOC(=O)c1cc2c(C)[nH]c(C)c2cc(C(=O)OCC)c1=O,7,-6,-5,-8,5.7,-94,-10,-6,3,-96
COc1cc(C(=O)O/N=C2\C=CC(=O)C(C)=C2)cc(OC)c1OC,5,-2,-7,-5,-0.5,0,-1,12,-9,1
CNC(=O)C(=O)Nc1cc2c3c(c1)C(C)C(=O)N3CCC2 (stereo unspecified),5,1,-10,-1,-0.3,-5,-8,-16,0,-27
COc1ccc(C2=NN(c3nc(C(=O)O)cs3)C(O)(C(F)(F)F)C2)c(OC)c1 (stereo unspecified),11,-1,0,1,-12,i,4,-1,-3,i
Cc1ccc(NC(=O)C(C)N2C(=O)c3ccccc3S2(=O)=O)cc1Cl (stereo unspecified),1,-7,3,2,0.1,8,-4,-13,-1,-2
Cc1ccc(NC(=O)CN(C)C(=O)C(C)N2CCN(Cc3ccccc3C)CC2)cc1 (stereo unspecified),-6,9,3,-3,0.8,-2,-4,-2,-3,-4

# Grouped by structure: the entries above with an NH in an aromatic ring.
SMILES,ARFGAP1 inh,HGIII-sPLA2 inh,DDE Tn7 FP inh,UHRF1 MBD2 ctr,KLK7 zymogen act,PLC-gamma1 inh,Rev-erbA mod,ASAP1 GAP inh,Tn6 DDE FP,PLCb3 inh
COc1ccc(-n2c(=O)[nH]c3cc(C(=O)NCCc4ccccc4)ccc3c2=O)cc1OC,10,1,0,4,-1.1,1,3,8,-4,-12
Cn1c(=O)[nH]c(=O)c2[nH]c(CN3CCN(Cc4ccccc4)CC3)nc21,-9,-2,-5,1,0.3,-3,-2,-4,-3,1
COc1ccc(OC)c(/C=N/NC(=O)c2ccc3nc[nH]c3c2)c1,15,-5,6,-2,8.0,-211,1,4,2,-299
C[C@@H](NC(=O)c1nc[nH]c1C(=O)N1CCN(c2ccccc2)CC1)c1ccccc1,2,2,-8,-1,0.2,3,1,7,2,0
Cc1ccc(Cl)cc1N1CCN(C(=O)C2CCN(S(=O)(=O)c3cnc[nH]3)CC2)CC1,-1,-39,2,-2,0.3,4,2,11,-1,5
CCOC(=O)c1cc2c(C)[nH]c(C)c2cc(C(=O)OCC)c1=O,7,-6,-5,-8,5.7,-94,-10,-6,3,-96

# Screening results from PubChem BioAssay.
